# KCC2 mod: modulates chloride dependent transport by human KCC2. KCC2 cells, thallium flux FluoZin-2 fluorescence. B-score of Tl+ flux slope (higher = more flux/activation; lower = inhibition) at 10 µM. actives 2.2% (n = 190,000). AID 1456;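 active = thallium flux slope and its plate-corrected score both differing from the plate sample mean at a set confidence after two filtering rounds, in either direction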;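 also: slope of fluorescence scaled to starting intensity during 10 to 20 s after thallium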
# Target sequence (Q9H2X9 whole entry, looked up): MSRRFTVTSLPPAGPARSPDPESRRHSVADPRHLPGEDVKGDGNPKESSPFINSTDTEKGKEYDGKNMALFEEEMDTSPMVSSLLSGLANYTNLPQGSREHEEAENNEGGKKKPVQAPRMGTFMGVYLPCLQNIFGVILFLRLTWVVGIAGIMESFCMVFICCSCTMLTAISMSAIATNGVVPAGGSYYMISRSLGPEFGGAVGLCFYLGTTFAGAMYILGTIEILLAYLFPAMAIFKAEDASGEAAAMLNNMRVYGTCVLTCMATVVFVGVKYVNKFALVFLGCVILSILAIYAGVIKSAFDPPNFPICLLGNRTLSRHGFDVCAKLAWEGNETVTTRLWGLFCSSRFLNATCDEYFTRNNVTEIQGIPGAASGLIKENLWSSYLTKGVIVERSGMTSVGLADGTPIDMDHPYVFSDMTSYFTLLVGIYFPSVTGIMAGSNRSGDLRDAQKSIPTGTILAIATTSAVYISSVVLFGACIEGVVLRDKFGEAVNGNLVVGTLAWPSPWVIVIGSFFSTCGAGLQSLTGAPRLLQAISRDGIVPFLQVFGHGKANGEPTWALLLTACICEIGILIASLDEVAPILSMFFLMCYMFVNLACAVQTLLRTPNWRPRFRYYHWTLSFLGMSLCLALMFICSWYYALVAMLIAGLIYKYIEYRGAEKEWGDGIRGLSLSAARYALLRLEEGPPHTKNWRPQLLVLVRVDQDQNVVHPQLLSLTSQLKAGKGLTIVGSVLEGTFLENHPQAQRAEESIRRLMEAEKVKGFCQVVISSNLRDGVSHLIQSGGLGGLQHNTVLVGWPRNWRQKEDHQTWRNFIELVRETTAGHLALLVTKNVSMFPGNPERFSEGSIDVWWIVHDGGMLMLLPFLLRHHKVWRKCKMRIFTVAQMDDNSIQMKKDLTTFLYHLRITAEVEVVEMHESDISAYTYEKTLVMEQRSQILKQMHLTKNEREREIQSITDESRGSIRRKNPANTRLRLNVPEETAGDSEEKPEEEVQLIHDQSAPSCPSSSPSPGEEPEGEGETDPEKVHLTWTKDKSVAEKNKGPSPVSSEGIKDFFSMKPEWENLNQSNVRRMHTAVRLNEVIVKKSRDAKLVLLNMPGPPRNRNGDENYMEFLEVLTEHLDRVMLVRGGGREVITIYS
# zfTRPN1 agonist: agonists of zebrafish TRPN1 channel; HEK293 zebrafish TRPN1-YFP, Fluo-8 calcium fluorescence; 100% = response to 87 µM carbachol; activation, % at 3 µM; actives 0.18% (n = 220,000);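 active = activation above its plate's cutoff, the mean activation of test wells on that plate plus 3 SD, cut at about 19% in these data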;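 also: 0% = DMSO alone and 100% = 87 µM carbachol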
#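 Control set: carbachol 87 µM as high control, DMSO as low control; system: HEK293 stable line with zebrafish TRPN1-YFP; read-out: % activation versus carbachol response; detection: intracellular calcium fluorescence with Fluo-8; doses: single test compound dose, 3 µM nominal, 0.3% DMSO; schedule: dye 1 h 37 °C plus 30 min RT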
# thrombin 1536: thrombin (human) inhibition; P00734; alpha-thrombin, Boc-VPR-AMC fluorogenic substrate cleavage; inhibition, % at 5 µM; actives 0.26% (n = 220,000);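 active = inhibition at or above 40%; inactive = inhibition below 40%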;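 also: 0% = enzyme with no compound and 100% = wells without enzyme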
#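 System – human alpha-thrombin protein · Reagent – Boc-VPR-AMC substrate, 15 µM final · Compound – 5 µM single dose in 0.2% DMSO · Schedule – reaction at room temperature · Technique – AMC fluorescence at 355 nm excitation and 460 nm emission · Read-out basis – % inhibition relative to enzyme controls and enzyme-free blanks · Control set – no-compound enzyme wells and no-enzyme blanks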
# PPC-1+TRAIL kill: kills PPC-1 cancer cells in the presence of TRAIL; PPC-1 cells + TRAIL, ATPLite viability luminescence; actives 0.41% (n = 220,000); cell killing (% activity), % at 4 µM; AID 1443;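 active = cell killing above 50% in the first pass at 4 µM, then a duplicate retest at 5 µM averaging 50% or more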;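 also: plate controls were cells with TRAIL plus DMSO for no effect and medium-only wells lacking cells for full effect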
# Furin inh: blocks human furin protease activity; P09958; purified furin, fluorogenic substrate cleavage; inhibition, % at 30 µM; actives 0.061% (n = 220,000); AID 463115; in the data active = inhibition above about 25%; also: inactives centre near -15
# Tb hexokinase: blocks Trypanosoma brucei hexokinase 1 activity. recombinant TbHK1, G6PDH-coupled NADH A340. inhibition, % at 10 µM. actives 0.11% (n = 220,000). AID 1430;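 active = inhibition of 50% or more in the single-dose primary screen; inactive = inhibition below 50%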
# EBV gp42 inh: inhibitors of Epstein-Barr virus glycoprotein 42; Fluorescence polarization binding assay, mP read-out; inhibition, % (tested at 21.74 µM); actives 0.42% (n = 220,000); Q1HVG2; in the data active = inhibition above about 50%
# TRPML3 ag: human mucolipin-3 channel agonism; Q8TDD5; HEK293 TRPML3-YFP, Fluo-8 calcium fluorescence; 100% = the carbachol control signal; activation, % at 3 µM; actives 0.29% (n = 220,000); AID 1448;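 active = activation above its plate's cutoff, the mean activation of the plate's test wells plus 3 SD, cut at about 12% in these data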;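 also: 0% = DMSO only wells and 100% = carbachol wells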
#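 Material: TRPML3-YFP stable HEK293 cells | Dosing: One concentration, 3 µM nominal, 0.3% DMSO | Timing: 125 s total fluorescence read per well | Technique: Fluo-8 calcium dye fluorescence, ex 470-495, em 515-575 nm | Measure: Percent activation from peak-to-basal fluorescence ratio, scaled between DMSO and carbachol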
# Calpain2 inh: calpain II (pig) inhibition | AID 1236 | purified calpain II, fluorogenic peptide substrate, 30 min | actives 0.37% (n = 220,000) | inhibition, % at 16 µM;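 active = inhibition above about 50%, limit read from the data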
# * = called active by the depositor; nt = not tested or not shown; [ ] = another dose, or the depositor's remark.
cpd	compound	KCC2 mod	zfTRPN1 agonist	thrombin 1536	PPC-1+TRAIL kill	Furin inh	Tb hexokinase	EBV gp42 inh	TRPML3 ag	Calpain2 inh
1	C/C(=C1/SC(N2CCOCC2)=NC1=O)c1ccc(Br)cc1	0.059	0.5	-7	-21	-19	-20	-13	0.9	24
2	Cc1nc(C(=O)N2CCCC(C(=O)c3ccc(Cl)cc3)C2)cs1 (stereo not drawn)	-0.0026	0.7	-2	11	-26	-6	-1	0.3	-5
3	O=C(NCc1cccnc1)c1cc2nc(-c3cccs3)cc(C(F)(F)Cl)n2n1	-0.41	-1.9	-2	-9	-9	-11	-14	0.0	25
4	CCOc1cc(CNc2ncnc3nc[nH]c23)ccc1OC	-1.2	3.6	2	4	-15	8	1	0.7	-15
5	COc1ccc(/C(O)=C2/C(=O)C(=O)N(Cc3cccnc3)C2c2ccncc2)cc1F (stereo not drawn)	0.18	0.0	-18	-1	6[20 µM]	-33	2	0.1	14
6	COc1ccccc1NC(=O)CSC(N)=O	nt	-0.2	4	-16	-10[20 µM]	8	-16	0.2	-27
7	Cc1ccc(-c2c(C#N)c(N)nc3c2CCCC3)s1	-0.43	-1.3	5	14	-11[20 µM]	-6	-5	0.7	-74
8	O=S(=O)(NC1CC2CCC1C2)c1ccc2c(c1)OCCO2 (stereo not drawn)	1.6	1.7	5	4	-10	2	-16	1.0	2
9	Cc1occc1C(=O)N/N=C/c1cccs1	-0.49	1.2	-3	15	-8	-17	7	0.9	-12
10	Cc1cc(N)n(Cc2ccc(Cl)cc2)n1	-0.074	-0.3	-12	5	-25	-3	-8	0.4	-24
11	CC(C)=CCC/C(C)=C/CC(C)(C)CNCCN1CCNCC1	-0.093	-0.1	6	26	-6[20 µM]	21	-13	0.6	-16
12	CC(=O)C1=C(O)C(=O)N(c2ccc(S(N)(=O)=O)cc2)C1c1ccccc1F (stereo not drawn)	nt	1.9	-2	1	-5	-41	-3	0.0	-66
13	O=C(Cn1nnc(-c2cccc(C(F)(F)F)c2)n1)N1CCOCC1	-2.1	2.5	33	33	-19	1	0	0.5	16
14	CS(=O)(=O)N(CC(=O)N/N=C/c1cccc2c1OCCO2)c1ccccc1Br	0.035	1.6	-7	2	-7	-1	-2	0.9	-190
15	Cc1nn(Cc2ccccc2Cl)c2sc(C(=O)Nc3ccccc3N3CCOCC3)cc12	-0.17	-0.2	-4	9	-12	3	-11	0.5	5
16	O=[N+]([O-])c1ccc(-n2nncc2-c2ccc(Cl)cc2)cc1	0.17	-1.5	-3	12	-3[20 µM]	-3	3	-0.1	16
17	CCOC(=O)c1ccc(NC(=O)CSc2nnc(C)n2-c2ccccc2)cc1	-1.1	1.1	-6	-15	-17	3	-11	-0.1	-4
18	CC(Sc1cccc[n+]1[O-])C(=O)Nc1cccc([N+](=O)[O-])c1 (stereo not drawn)	0.079	-0.7	-1	22	-2	-5	-16	-0.1	6
19	CN(NC1OC(=O)c2ccccc21)c1ccc(Cl)cc1[N+](=O)[O-] (stereo not drawn)	-0.87	-1.0	-6	0	-9	-38	-2	0.7	21
20	COc1ccccc1CNCC(=O)NCc1ccc(C)cc1	-0.24	-0.1	-3	10	-15	1	-18	0.4	-17
21	COc1ccc(NC(=O)CSc2[nH]c(=O)cc(C)c2C#N)cc1OC	-1.7	0.2	5	-12	-9[20 µM]	0	-4	-0.1	-3
22	CC(C)C(=O)Nc1cccc(S(=O)(=O)c2cccc(NC(=O)C(C)C)c2)c1	0.89	1.4	-1	11	-19[20 µM]	-1	-12	0.6	-18
23	Cc1cc(C)n(S(=O)(=O)Cc2ccccc2)n1	-0.06	-1.3	-1	3	-24	1	-13	0.3	-20
24	CN(C[C@H](c1ccccc1)N(C[C@H](Cc1ccccc1)N(CCc1ccccc1)N=O)N=O)N=O	-2	0.9	3	8	-28	13	-5	0.3	25
25	Cc1cc(C(=O)Nc2ncc(C)s2)c2ccccc2n1	-0.086	-0.1	-15	38	-6	-7	-14	0.8	-3
26	Cc1ccc(Nc2ncc3c(n2)CC(c2ccco2)CC3=O)c(C)c1 (stereo not drawn)	-0.2	-0.6	-4	-2	-16	-20	-3	-1.1	-11
27	Cc1ccc(C(=O)N2CCN(c3ccc([N+](=O)[O-])cc3-n3cccc3)CC2)cc1	-1.7	0.3	-1	6	-14	-7	-15	0.6	-17
28	COc1cc(NC(=O)C2C3C=CC(C3)C2C(=O)O)c(OC)cc1Cl (stereo not drawn)	0.6	-0.1	9	19	-18[20 µM]	1	-1	0.0	13
29	O=C(Cc1csc(Nc2nc(=S)[nH]c3ccccc23)n1)NCCCN1CCN(c2cccc(Cl)c2)CC1	19*	1.5	-10	15	-12	-15	-5	1.6	-146
30	Cc1cc(C(=O)OCC(=O)Nc2cccc(S(=O)(=O)N3CCOCC3)c2)c(C)o1	nt	-1.1	2	0	-14[20 µM]	-5	-30	0.6	4

# Exported with two lines to a compound: 4 of the compounds above
# Each structure is followed by: KCC2 mod, zfTRPN1 agonist, thrombin 1536, PPC-1+TRAIL kill, Furin inh, Tb hexokinase, EBV gp42 inh, TRPML3 ag, Calpain2 inh
10) Cc1cc(N)n(Cc2ccc(Cl)cc2)n1
 : -0.074, -0.3, -12, 5, -25, -3, -8, 0.4, -24
11) CC(C)=CCC/C(C)=C/CC(C)(C)CNCCN1CCNCC1
 : -0.093, -0.1, 6, 26, -6[20 µM], 21, -13, 0.6, -16
12) CC(=O)C1=C(O)C(=O)N(c2ccc(S(N)(=O)=O)cc2)C1c1ccccc1F (stereo not drawn)
 : nt, 1.9, -2, 1, -5, -41, -3, 0.0, -66
13) O=C(Cn1nnc(-c2cccc(C(F)(F)F)c2)n1)N1CCOCC1
 : -2.1, 2.5, 33, 33, -19, 1, 0, 0.5, 16

# (next part)
cpd	compound	KCC2 mod	zfTRPN1 agonist	thrombin 1536	PPC-1+TRAIL kill	Furin inh	Tb hexokinase	EBV gp42 inh	TRPML3 ag	Calpain2 inh
31	S=C(NCc1ccccc1)NCc1ccc(CNC(=S)NCc2ccccc2)cc1	-0.4	1.6	-1	1	-23	-1	-14	0.6	-8
32	COc1ccc(NC(=O)c2ccccc2F)cc1Cl	-0.44	-0.2	-12	23	-14[20 µM]	1	-2	-0.3	29
33	CCCCCNCc1ccc(Br)cc1	2	-0.6	3	6	-21[20 µM]	2	-14	1.5	2
34	O=C(c1ccc(S(=O)(=O)N2CCCCCC2)cc1)N1CCC(CN2C(=O)c3cccc4cccc(c34)C2=O)CC1	-3	-0.5	-1	nt	-36	-24	-3	1.0	-330
35	CN(Cc1ccccc1)C(=O)c1ccc([N+](=O)[O-])o1	0.17	0.0	-8	15	-6	-11	-2	0.4	22
36	O=C(/C=C/c1cccc([N+](=O)[O-])c1)NC(=S)Nc1ccc(CN2CCOCC2)cc1	-1.1	1.4	-4	17	-16	-10	-23	0.6	6
37	O=C(O)Cc1ccc(S(=O)(=O)Nc2ccccc2C(=O)O)cc1	-0.86	2.5	-1	9	-9	8	-12	0.7	-2
38	CO/N=C/CC(=O)c1cnc(-c2ccc(Cl)cc2)s1	nt	-0.2	0	20	-16	-11	-17	0.4	-28
39	CCOc1ccccc1NC1=C(Cl)C(=O)N(c2ccccc2)C1=O	-0.023	-2.7	-11	13	-10	-3	9	-0.5	23
40	Cc1nc2ccccc2c(=O)n1NC(=O)c1cccc([N+](=O)[O-])c1	1.4	0.6	-3	9	-17	0	3	0.0	1
41	CCOC(=O)N1CCN(S(=O)(=O)c2cc(C)c(C)cc2C)CC1	0.088	-0.2	-3	16	-2[20 µM]	-9	3	-0.1	-5
42	Cc1ccccc1-n1c(=O)c2c(n3cnnc13)-c1ccccc1CC21CCCCC1	-0.81	0.1	1	10	0[20 µM]	-7	-16	-0.9	-32
43	Cc1cc(C)c(C#N)c(SCCS(=O)(=O)c2ccc(Cl)cc2)n1	nt	-1.2	0	18	0	3	-16	0.0	29
44	CCOC(=O)N1CCC(N(C(=O)Nc2cccc(OC)c2)C(C)CC)CC1 (stereo not drawn)	-0.89	-0.8	4	-3	0[20 µM]	1	-6	0.1	-4
45	CCCn1c(=S)[nH]c2ccccc2c1=O	79*	-0.9	2	6	-30	-2	3	0.6	2
46	COc1cccc(C(=O)c2c[nH]c(C(=O)NCCCN3CCOCC3)c2)c1	0.28	0.5	0	18	-7	-5	4	0.6	9
47	CCN(CC)CCCN=Cc1c(O)n(-c2cccc(C)c2)c(=O)c2ccccc12	-0.92	0.4	-3	-3	-1	-29	-16	0.6	11
48	O=C(Cn1ncc2c(=O)oc3ccccc3c21)NCCC1=CCCCC1	0.62	0.1	0	7	-25	-9	6	-0.4	2
49	COc1ccc(N2CCN(C(=O)CN(C3CCCCC3)S(C)(=O)=O)CC2)cc1	0.13	1.0	-7	1	-9	2	4	0.7	-5
50	Cc1nc(-c2cccnc2)sc1C(=O)Nc1ccc(F)cc1F	-0.47	0.7	2	-1	-10[20 µM]	-11	-7	0.2	25
51	Cc1nn(C)cc1/C=C/C(=O)c1ccc(O)cc1	-0.077	-1.0	-9	14	-6	-27	-11	0.5	7
52	O=C(CCCOc1ccc(Cl)cc1Cl)NNC(=O)C1CCC1	-0.67	-0.6	-6	-8	-21	1	-9	0.6	20
53	CCOCCc1c(O)nc(SCC)[nH]c1=O	-0.032	0.6	-3	-1	-15	7	-7	0.6	-8
54	COc1ccc(OCc2nnc(SC(C)C(=O)Nc3nccs3)n2-c2ccccc2)cc1 (stereo not drawn)	1.2	1.0	7	1	-5[20 µM]	-1	2	-0.2	-2
55	COc1cccc(NC(=O)Nc2cccn(Cc3ccc(C)cc3)c2=O)c1	0.93	1.2	-4	13	-23	-4	-2	1.0	2
56	Cc1ccnc(N2CCC(C(=O)NCc3ccccc3F)CC2)n1	-0.51	-1.0	5	nt	-22	-5	-20	-0.2	-72
57	COc1ccc(S(=O)(=O)N2CCCC(C(=O)NCc3ccco3)C2)cc1Cl (stereo not drawn)	nt	-2.4	-5	22	-10[20 µM]	4	-11	0.5	-8
58	Cc1cc(C)c(S(=O)(=O)/N=C2/C=C(Sc3ncn[nH]3)C(=O)c3ccccc32)cc1C	-0.57	-0.8	-1	48	-8	38	-36	1.2	-23

# Retrieved by compound from above, 2 records:
cpd	compound	KCC2 mod	zfTRPN1 agonist	thrombin 1536	PPC-1+TRAIL kill	Furin inh	Tb hexokinase	EBV gp42 inh	TRPML3 ag	Calpain2 inh
50	Cc1nc(-c2cccnc2)sc1C(=O)Nc1ccc(F)cc1F	-0.47	0.7	2	-1	-10[20 µM]	-11	-7	0.2	25
45	CCCn1c(=S)[nH]c2ccccc2c1=O	79*	-0.9	2	6	-30	-2	3	0.6	2
